CHRM5 agonist: human M5 muscarinic receptor agonists, primary screen, CHO-K1 cells, Fluo-8 calcium fluorescence | Muscarinic acetylcholine receptor M5 (Homo sapiens), P08912 | CHO-K1 hM5 cells; 0% DMSO wells, 100% maximal acetylcholine response | activation, % at 3 µM | 360,000 compounds, 0.19% hits;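 active means activation above the run's mean over test compounds plus 3 SD, cut at about 23% in these data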;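 further: signal is peak over basal fluorescence ratio across the kinetic read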
Target sequence (P08912 whole entry, looked up): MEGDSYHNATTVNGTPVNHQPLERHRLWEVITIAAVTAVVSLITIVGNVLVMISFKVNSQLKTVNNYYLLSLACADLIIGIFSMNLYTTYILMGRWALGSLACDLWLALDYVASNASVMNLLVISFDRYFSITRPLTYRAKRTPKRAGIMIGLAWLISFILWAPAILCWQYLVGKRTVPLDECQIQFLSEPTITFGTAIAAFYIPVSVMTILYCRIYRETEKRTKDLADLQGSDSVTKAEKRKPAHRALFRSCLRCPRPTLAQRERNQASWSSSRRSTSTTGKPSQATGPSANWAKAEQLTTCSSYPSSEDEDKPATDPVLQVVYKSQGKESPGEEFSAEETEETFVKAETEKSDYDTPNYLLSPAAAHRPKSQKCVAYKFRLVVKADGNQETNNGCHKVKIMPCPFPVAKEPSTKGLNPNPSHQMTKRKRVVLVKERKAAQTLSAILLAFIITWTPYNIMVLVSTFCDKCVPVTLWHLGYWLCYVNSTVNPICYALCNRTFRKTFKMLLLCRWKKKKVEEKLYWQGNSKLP
CHRM5 antagonist: human M5 muscarinic receptor antagonists, primary screen, CHO cells, Fluo-8 calcium fluorescence; CHO-hM5 cells, ACh EC80; 360,000 compounds, 0.59% hits; inhibition, % at 3 µM; Muscarinic acetylcholine receptor M5 (Homo sapiens), P08912;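 active means inhibition above a per-plate cutoff, the mean of that plate's test compounds plus 3 SD, cut at about 27% in these data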;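 further: 0% = acetylcholine EC80 with DMSO and 100% = DMSO without agonist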
TAAR1 ag: human TAAR1 agonists, primary screen, Fluo-8 calcium fluorescence, CHO RD-HGA16 cells; Trace amine-associated receptor 1 (Homo sapiens), Q96RJ0; vehicle wells 0%, saturating PEA agonist 100%; activation, % at 3 µM; 360,000 compounds, 0.99% hits;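 active means activation above the mean activation of all test compounds in the run plus 3 SD, cut at about 38% in these data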
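Test system: RD-HGA16 (CHO) cells co-expressing Gα16 and hTAAR1 | Doses: Single dose, 3 µM | Schedule: 17-24 h seeding, 75 min 37 °C dye, 30 min RT | Evaluation: % activation from peak over basal fluorescence ratio, DMSO-to-PEA scaled | Technique: Kinetic Fluo-8 calcium fluorescence | Benchmarks: Low control DMSO, high control PEA (EC100)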
CRFBP-R2 agonist: agonists of CRF-BP/CRF-R2 complex, primary screen, cell-based, HEK293, calcium dye fluorescence, uHTS | activation, % at 13.2 µM | CRF-binding protein / CRF receptor 2 complex (human) | 350,000 compounds, 0.46% hits | AID 588473, 2011 | calcium dye fluorescence (FLIPR); percent of saturating CRF peptide response;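 active means activation of at least 50%, plus an integration ratio under a set limit after plate pattern correction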;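 further: plate controls were neutral control wells without compound for no effect and CRF at EC100 for full effect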
CHRM4 PAM: human M4 muscarinic receptor positive allosteric modulators, primary screen, CHO-K1 cells, Fluo-8 calcium fluorescence. Muscarinic acetylcholine receptor M4 (Homo sapiens), P08173. CHO-K1 hM4/Gqi5, ACh EC20; 0% = ACh EC20, 100% = maximal ACh. activation, % at 3 µM. 360,000 compounds, 0.4% hits;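 active means activation above its plate's cutoff, the mean activation of sample wells plus 3 SD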; further: some results filed as inactive read as strong as hits
Target sequence (P08173 whole entry, looked up): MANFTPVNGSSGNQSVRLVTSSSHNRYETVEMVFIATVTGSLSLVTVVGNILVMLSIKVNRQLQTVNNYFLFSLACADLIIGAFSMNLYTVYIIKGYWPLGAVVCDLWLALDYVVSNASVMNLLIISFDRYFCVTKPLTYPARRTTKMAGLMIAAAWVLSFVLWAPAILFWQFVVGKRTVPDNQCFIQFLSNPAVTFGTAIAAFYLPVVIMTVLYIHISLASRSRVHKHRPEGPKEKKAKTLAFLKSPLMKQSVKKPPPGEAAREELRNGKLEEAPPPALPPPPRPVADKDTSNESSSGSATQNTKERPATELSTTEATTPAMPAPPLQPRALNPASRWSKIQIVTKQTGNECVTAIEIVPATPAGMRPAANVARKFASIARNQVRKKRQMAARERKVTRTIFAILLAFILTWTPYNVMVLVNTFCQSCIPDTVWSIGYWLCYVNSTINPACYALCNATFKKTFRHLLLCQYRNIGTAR
TAAR1 antag: human TAAR1 antagonists, primary screen, Fluo-8 calcium fluorescence, CHO RD-HGA16 cells; Trace amine-associated receptor 1 (Homo sapiens), Q96RJ0; antagonist; inhibition, % at 3 µM; 360,000 compounds, 1.5% hits;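 active means inhibition above a per-plate cutoff, the mean inhibition of test compounds on that plate plus 3 SD, cut at about 49% in these data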;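 further: 0% = DMSO plus EC80 beta-PEA response and 100% = DMSO alone without agonist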
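Assay system: CHO-derived RD-HGA16 cells stably expressing human TAAR1 plus Gα16. Timing: 140 s kinetic read after compound, 140 s after agonist. Technique: kinetic Fluo-8 calcium fluorescence measurement. Measure: % inhibition of agonist calcium response.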
CRFR2-BP antag: antagonists of CRF-BP/CRF-R2 complex, primary screen, cell-based, HEK293, calcium dye fluorescence, uHTS | CRF-induced calcium fluorescence | inhibition, % at 11.8 µM | 350,000 compounds, 0.59% hits | AID 588475, 2011;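 active means inhibition of the ligand-induced calcium signal above about 50% at the single tested concentration, limit read from the data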
M1 PAM parental: nonselective calcium activators in parental CHO-K1 cells, primary screen, counter-screen for M1 PAM project, cell-based, Fluo-8 calcium fluorescence, full deck, 1536-well; ATP EC20; 0% at ATP EC20, 100% at ATP max; 360,000 compounds, 0.02% hits; activation, % at 3 µM; AID 602247, 2012;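 active means activation above the run cutoff, the mean activation of all test compounds plus 3 SD, cut at about 40% in these data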;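 further: peak over basal fluorescence ratio in a 140 s read after ATP addition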
M5 PAM: human M5 muscarinic receptor positive allosteric modulators, primary screen, CHO-K1 cells, Fluo-8 calcium fluorescence; Muscarinic acetylcholine receptor M5 (Homo sapiens), P08912; CHO-K1 hM5, ACh EC20 PAM; 0% = ACh EC20, 100% = ACh EC100; activation, % at 3 µM; 360,000 compounds, 0.3% hits; AID 624038, 2012;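 active means activation above the run cutoff, the mean activation of all test compounds plus 3 SD, cut at about 18% in these data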
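Assay system: CHO-K1 hM5 cells / Incubation: Fluo-8 loading 80 min at 37 °C plus 30 min room temperature / Technique: Fluo-8 calcium dye fluorescence, kinetic read / Repeats: single replicate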
Starred values were filed as active, the others as inactive; x = not tested or not shown.

SMILES	CHRM5 agonist	CHRM5 antagonist	TAAR1 ag	CRFBP-R2 agonist	CHRM4 PAM	TAAR1 antag	CRFR2-BP antag	M1 PAM parental	M5 PAM
OCCCNc1ncnc2sc(-c3ccccc3)cc12	0	11	2	-4.2	13	-9	-19	8	-4
COc1cc(C2C3CN(C)CC=C3C(C#N)=C(N)C2(C#N)C#N)ccc1OC(C)C (stereo unspecified)	-2	-1	10	16	2	-1	-14	21	1
COC(=O)Cn1c(C)nc([N+](=O)[O-])c1Br	2	4	11	-1.3	5	-13	1	17	13
CCn1cc(CN2CCCC(C(=O)Nc3ccc(-c4cscn4)cc3)C2)c(C)n1 (stereo unspecified)	-3	18	0	-0.1	0	-15	8	13	-5
O=C(COc1ccc2ccccc2c1)NN1C(=O)c2ccccc2C1=O	-3	16	3	0.1	-5	10	0	5	-12
CCOc1ccc(-n2c(SCC(=O)c3c(N)n(C)c(=O)n(C)c3=O)nnc2-c2cccnc2)cc1	-2	6	3	0.8	1	-3	26	26	-3
COc1cc(C(c2c(C)[nH][nH]c2=O)c2c(C)[nH][nH]c2=O)cc([N+](=O)[O-])c1O	-4	3	1	-2.7	-2	-23	-5	21	4
CCOC(=O)/C(=N\Nc1cc(Cl)ccc1Cl)N1CCN(C)CC1	-2	1	34	-1.4	-4	22	2	16	0
O=C(CN1CCCC1)NN=C(c1ccccc1)c1ccccc1	-10	-3	11	-1.8	-6	-13	8	20	7
COc1ccc(OC)c(NC(=S)N2CCN(C/C=C/c3ccccc3)CC2)c1	-3	5	15	-4.0	-1	-15	8	15	0
Cc1nn(Cc2ccccc2)c2c1C(c1ccncc1)C(C#N)=C(N)O2 (stereo unspecified)	0	-1	0	0.1	3	-6	8	13	-1
O=c1cnnc(Nc2ccccc2)[nH]1	-3	3	53*	0.8	1	38	-23	-6	-10
CC(=O)c1ccc(OCCCC(=O)Nc2cc(S(=O)(=O)N3CCCCC3)ccc2C)cc1	2	-7	2	1.3	-1	13	1	12	5
O=C(NCCNC(=O)c1ccccn1)c1ccc(-c2ccccc2)cc1	6	0	12	-0.4	0	9	-8	17	-1
COc1cccc(C(=O)Nc2ccccc2NC(=O)c2cccc(OC)c2)c1	-1	5	9	-3.4	-9	43	-8	16	-9
CCn1c(SCc2ccccc2F)nnc1-c1ccncc1	0	9	-1	-0.1	0	2	1	-7	1
Nc1nc(Nc2cccc(F)c2)nc(NCCO)c1[N+](=O)[O-]	2	0	1	-1.2	4	-18	-34	19	2
CCCCCNC(=O)CN(c1ccc2c(c1)OCO2)S(C)(=O)=O	4	-6	6	1.5	1	-17	10	9	2
Cc1c(C(=O)N/N=C/c2ccc(O)cc2)sc(=S)n1C	-3	-2	-1	0.0	-2	-7	47	13	-6
O=C(CSc1ccc([N+](=O)[O-])cn1)Nc1ccc2[nH]c(=O)[nH]c2c1	-4	11	2	-0.5	-4	-19	1	1	0

Compound profiles (already shown). Order of screens: CHRM5 agonist	CHRM5 antagonist	TAAR1 ag	CRFBP-R2 agonist	CHRM4 PAM	TAAR1 antag	CRFR2-BP antag	M1 PAM parental	M5 PAM
Nc1nc(Nc2cccc(F)c2)nc(NCCO)c1[N+](=O)[O-] in the list: 2	0	1	-1.2	4	-18	-34	19	2
CC(=O)c1ccc(OCCCC(=O)Nc2cc(S(=O)(=O)N3CCCCC3)ccc2C)cc1 in the list: 2	-7	2	1.3	-1	13	1	12	5

Next results follow:
SMILES	CHRM5 agonist	CHRM5 antagonist	TAAR1 ag	CRFBP-R2 agonist	CHRM4 PAM	TAAR1 antag	CRFR2-BP antag	M1 PAM parental	M5 PAM
CC(=O)N1N=C(c2cccs2)CC1c1cccs1 (stereo unspecified)	-5	-4	-2	-2.1	-1	3	-7	6	5
NC(=O)CC(NC(=O)Cc1ccc(Br)cc1)c1ccc(N2CCC(N3CCCCC3)CC2)c([N+](=O)[O-])c1 (stereo unspecified)	-10	12	7	-1.3	4	-3	-2	3	-32
Cc1ccc(NC(=O)Nc2ccccc2)c(Br)c1	-7	3	19	-2.1	7	7	21	17	-5
Cc1ccc(NC(C#N)c2ccccc2OCc2ccccc2)cc1 (stereo unspecified)	-5	1	13	-0.1	13	-9	-24	22	2
COc1ccc(-c2csc(NC(=O)CCN3C(=O)C4CC=CCC4C3=O)n2)cc1OC (stereo unspecified)	7	13	10	-2.2	-6	34	10	11	-13
Cc1ccc(Nc2nc(COC(=O)C3CC3)cs2)cc1	2	1	9	-2.2	1	-23	-18	18	-4
CC(=O)NN=C(C)c1ccc(NC(=O)C2CC2)cc1	0	1	1	x	2	-8	x	24	-4
Cc1cc(C)cc(NC(=O)c2ccc(CSc3nnnn3C)cc2)c1	-2	24	20	-1.8	-12	66*	-4	-1	-21
COc1ccccc1-c1cnc(C(O)c2ccccc2)[nH]1 (stereo unspecified)	0	-2	0	x	5	-2	x	12	-1
COC(=O)CSc1cc([N+](=O)[O-])cc2c1c(C1OCCO1)nn2-c1ccccc1	1	-6	0	4.6	4	7	37	15	-1
CCOC(=O)CN(C(=O)CSc1nnnn1C)c1ccccc1	0	-10	3	3.9	20	11	-3	8	15
Cc1ccccc1OCCC(=O)N1CCN(S(=O)(=O)c2ccc(Br)cc2)CC1	-5	-1	0	1.7	14	20	3	-17	-6
CC(C)CNC(=O)c1cc(-c2ccco2)on1	-2	4	10	0.3	5	19	16	28	2
NC(=O)NCc1ccccc1Cl	0	3	5	-1.9	2	3	3	21	-1
Cc1ccc(CCNS(=O)(=O)c2ccc(C)cc2)cc1	1	-10	13	-2.2	8	4	26	19	8
CCCCNC(=O)C1(C)CCN1C(=O)c1ccc2c(c1)C(C)(C)CCC2(C)C (stereo unspecified)	-1	-1	9	x	-3	-2	x	6	0
O=C(Cn1cc([N+](=O)[O-])cn1)Nc1cccnc1	2	4	0	-0.6	3	-24	-10	10	1
Cc1[nH]n2c(=O)c3c(nc2c1-c1cccc2ccccc12)CCC3	-2	-1	0	-0.1	3	-7	4	19	2
O=C(c1cnc2n(c1=O)CCS2)N1CCN(c2ccc([N+](=O)[O-])cc2)CC1	0	-2	0	0.6	2	14	-6	27	0
O=S(=O)(Nc1cccc(Oc2cnccn2)c1)c1ccc(F)cc1	2	4	5	-0.9	9	12	1	1	3
CCOC(=O)C1CC(c2ccc(Cl)cc2)=NNC1=O (stereo unspecified)	-5	17	7	9.0	7	-6	7	16	-7
CCOCCCNc1ccc(N2C(=O)C3CCCCC3C2=O)cc1[N+](=O)[O-] (stereo unspecified)	-1	10	44*	-2.2	-5	-5	0	-8	2
CC(=O)Nc1ccc(Cl)cc1-c1ccccc1	-2	-2	0	-2.2	11	-2	1	3	-1
CC(=O)N1CCN(S(=O)(=O)c2ccc(S(=O)(=O)NCC(C)C)cc2)CC1	0	-5	x	0.6	9	x	-12	-5	-1
Cc1c(C(=O)OCC(=O)N2CC(C)OC(C)C2)oc2ccc(Br)cc12 (stereo unspecified)	0	-8	18	-0.4	-2	-9	-3	13	-2
COc1ccc(C2=NN(c3nc(C)cc(C)n3)C(=O)C2)cc1	0	1	-1	-3.7	-1	-3	2	3	-1
COC(=O)C1CCN(C(=O)COC(=O)CNS(=O)(=O)c2ccc(SC)c([N+](=O)[O-])c2)CC1	2	0	0	-0.3	7	-11	7	-18	3
COc1ccc(NCc2cc(=O)[nH]c3ccccc23)cc1	-3	9	3	-2.8	-18	3	-2	3	3
Cc1ncc([N+](=O)[O-])n1CCOC(=O)C12CC3CC(CC(C3)C1)C2	-2	-13	0	1.5	7	15	-1	3	4
CCN(CC)CCN1CCN(c2cnc(C)cn2)CC1	0	6	1	x	-2	15	x	7	-4
Cc1cc(C)n2c(NCc3ccccc3)c(CC(C)C)nc2n1	1	7	-3	x	12	-31	x	22	-4
OC(COc1c(F)cc(Br)cc1F)CN1CCc2ccccc2C1 (stereo unspecified)	-7	0	55*	2.9	-6	11	-3	13	-4
NC(=O)c1cc(C(=O)Cc2ccc(Cl)cc2)c[nH]1	-1	3	3	-0.6	8	-4	4	-12	-2
CCN1C(=O)c2cccc3c(Cl)ccc1c23	1	16	13	1.2	-7	-21	-1	-7	1
O=C(O)c1cc(-c2ccc(/C=N/Nc3ccc([N+](=O)[O-])cn3)o2)ccc1Cl	-3	8	16	7.1	-6	-7	-32	-13	-7
Clc1cc(-c2ccccc2)nc(-c2ccccc2)n1	1	2	2	2.0	10	-58	5	10	1
N#Cc1c(-c2ccccc2)cc2nc3ccccc3n2c1N	-1	1	4	-1.3	0	41	-6	10	-4
CN(Cc1ccccc1F)C(=O)c1ccc(NC(=O)CC2SC(N3CCCCC3)=NC2=O)cc1 (stereo unspecified)	-3	6	1	1.3	4	4	-16	3	5
O=C(CN1C(=O)C2CC=CCC2C1=O)OCCN1C(=O)c2ccccc2C1=O (stereo unspecified)	-6	11	4	-2.3	6	-6	-31	16	-2
O=C(COc1ccc(S(=O)(=O)NCc2ccccc2)cc1Cl)NCC1CCCO1 (stereo unspecified)	1	6	7	1.2	-3	-1	8	-2	-3
CCCCCCCC1c2c(c(C)c(C)oc2=O)Oc2c(C)c(C)oc(=O)c21	-2	17	10	-1.1	2	11	-2	3	-3
CC(C)c1ccc(C(C(=O)NC2CCCCC2)N(C(=O)c2ccccn2)c2cccnc2)cc1 (stereo unspecified)	1	-13	5	-2.2	4	11	-25	11	10
CN(Cc1ccccc1)C(=O)c1ncn(C)c1C(=O)N(C)Cc1ccccc1	3	-1	3	-3.3	5	8	-15	9	6
Cc1cccc(N2CCN(C(=O)c3ccc(CS(=O)(=O)c4ccccc4C)o3)CC2C)c1 (stereo unspecified)	0	20	14	-1.3	-15	50*	14	17	-11

Pulled one by one from the list above (four):
SMILES	CHRM5 agonist	CHRM5 antagonist	TAAR1 ag	CRFBP-R2 agonist	CHRM4 PAM	TAAR1 antag	CRFR2-BP antag	M1 PAM parental	M5 PAM
CN(Cc1ccccc1)C(=O)c1ncn(C)c1C(=O)N(C)Cc1ccccc1	3	-1	3	-3.3	5	8	-15	9	6
CC(C)c1ccc(C(C(=O)NC2CCCCC2)N(C(=O)c2ccccn2)c2cccnc2)cc1 (stereo unspecified)	1	-13	5	-2.2	4	11	-25	11	10
CCCCCCCC1c2c(c(C)c(C)oc2=O)Oc2c(C)c(C)oc(=O)c21	-2	17	10	-1.1	2	11	-2	3	-3
Cc1cccc(N2CCN(C(=O)c3ccc(CS(=O)(=O)c4ccccc4C)o3)CC2C)c1 (stereo unspecified)	0	20	14	-1.3	-15	50*	14	17	-11

Assay outcomes as filed in PubChem.

Rows were taken by chance; overall some 4.2% were active at least once.
